# High-throughput results: PubChem BioAssay, several laboratories
# KCNQ1 act: human KCNQ1 channel potentiation or activation | AID 2648 | B-score at 10 µM | CHO-K1 KCNQ1, thallium flux FluxOR fluorescence; active compounds read high | P51787 | 310,000 tested, 0.35% active;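 active means fluorescence ratio B-score, a plate-corrected score, at least three library SD, with initial intensity B-score within 5 SD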
#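 Test system: CHO-K1 cells stably expressing KCNQ1 / Medium: assay buffer / Also added: depolarizing K+/Tl+ stimulus, K2SO4 and Tl2SO4 each 12.5 mM in 5x stock / Incubation: 90 min dye loading and 20 min compound exposure, both at room temperature / Signal: thallium influx via FluxOR fluorescence, kinetic imaging / Evaluation: B score of baseline-normalized fluorescence ratio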
# PolyA inhibitor: yeast polyadenylation inhibition; S. cerevisiae SKY197-pL101 polyadenylation reporter, beta-gal luminescence; efflux-impaired pdr1/pdr3 knockout yeast; score 100 = 6 SD above DMSO; calls only at 12 µM; 300,000 tested, 0.02% active; AID 1875;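 active means lowest replicate activity score at least 50, where 100 means six control SD above control mean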;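 further: yeast exposed to compound for 9 h at 30 °C; higher score means more reporter readthrough which indicates perturbed polyadenylation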
# KCNK9 inh: human KCNK9 channel inhibition; 310,000 tested, 1.2% active; Q9NPC2; B-score at 10 µM; HEK293 KCNK9, FluxOR thallium flux fluorescence; active compounds read low;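 active means ratio B-score over 3 SD below the library mean, with starting fluorescence within 5 SD of its mean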;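 further: negative B-score means less thallium flux so channel inhibition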
# KCNK3 inh: human KCNK3 channel inhibition, primary screen; 340,000 tested, 0.84% active; B-score at 10 µM; AID 602410; CHO-KCNK3 thallium flux, FluxOR fluorescence; active compounds read low;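 active means B-score under library mean minus 4 SD, starting fluorescence ratio at most library mean plus 5 SD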;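 further: more negative B-score means stronger inhibition of thallium flux through KCNK3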
# Target sequence (O14649 whole entry, looked up): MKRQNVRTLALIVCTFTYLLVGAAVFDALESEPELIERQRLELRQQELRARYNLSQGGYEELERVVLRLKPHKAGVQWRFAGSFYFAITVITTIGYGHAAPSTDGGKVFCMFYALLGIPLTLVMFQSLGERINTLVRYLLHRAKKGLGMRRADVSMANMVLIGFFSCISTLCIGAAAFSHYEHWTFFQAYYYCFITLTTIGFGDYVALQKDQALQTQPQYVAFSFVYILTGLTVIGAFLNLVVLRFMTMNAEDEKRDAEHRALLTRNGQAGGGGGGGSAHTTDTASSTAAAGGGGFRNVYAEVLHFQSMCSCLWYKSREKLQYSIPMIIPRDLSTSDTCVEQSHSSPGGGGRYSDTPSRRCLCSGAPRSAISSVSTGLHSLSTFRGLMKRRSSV
# GSK3B inh: inhibitors of human GSK3beta kinase; P49841; GST-GSK3beta kinase, ADP-Glo luminescence, 60 min; active compounds read low; activity score (negative = inhibition), % at 10 µM; 300,000 tested, 0.038% active;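 active means more than half of replicate wells score below -50%, meaning over 50% inhibition versus plate controls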;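 further: 0% = median DMSO wells and -100% = median GW8510 positive control wells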
# Target sequence (P49841 whole entry, looked up): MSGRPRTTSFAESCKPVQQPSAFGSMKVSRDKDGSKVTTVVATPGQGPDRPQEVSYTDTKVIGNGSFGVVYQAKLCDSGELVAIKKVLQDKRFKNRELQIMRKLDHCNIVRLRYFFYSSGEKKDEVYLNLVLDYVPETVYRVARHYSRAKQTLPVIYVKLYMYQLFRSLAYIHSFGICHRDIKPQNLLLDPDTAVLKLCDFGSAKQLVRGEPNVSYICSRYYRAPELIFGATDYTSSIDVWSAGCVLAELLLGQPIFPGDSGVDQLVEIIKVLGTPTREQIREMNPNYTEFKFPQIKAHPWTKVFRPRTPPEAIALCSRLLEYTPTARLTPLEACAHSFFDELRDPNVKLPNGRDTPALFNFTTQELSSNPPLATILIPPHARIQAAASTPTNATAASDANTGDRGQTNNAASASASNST
#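 Test system: GST-tagged human GSK3beta kinase, cell-free; evaluation: activity score scaled between in-plate DMSO and GW8510 controls; measured by: ADP-Glo luminescence; incubation: 60 min reaction, RT; benchmarks: DMSO and 20 µM GW8510; reagent: peptide substrate plus 25 µM ATP (final); medium: Tris/MgCl2 kinase buffer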
# GSK3A inh: inhibitors of human GSK-3 alpha kinase | P49840 | ADP-Glo luminescence, 60 min | inhibition, % at 10 µM | 320,000 tested, 0.1% active;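 in the data active means inhibition above about 50%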;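 further: GST-tagged GSK-3 alpha with peptide substrate and 25 µM ATP; 0% = DMSO neutral wells and 100% = GW8510 positive control wells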
# Dyrk1A ADPGlo: inhibitors of rat Dyrk1A kinase | Q63470 | ADP-Glo luminescence, NFATc1 peptide | inhibition, % at 12.5 µM | 310,000 tested, 0.43% active | AID 504441; in the data active means inhibition above about 50%;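 further: plate controls were vehicle with enzyme for no effect and no enzyme for full effect; many of its hits are not listed in these tables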
# KCNQ1 block: blocks the human KCNQ1 potassium channel; AID 2642; 310,000 tested, 1.3% active; P51787; CHO-K1 KCNQ1, FluxOR thallium flux fluorescence; active compounds read high; B-score at 10 µM;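 active means compounds whose thallium flux B-score, printed positive for inhibition, exceeds three library SD while starting fluorescence stays within three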;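 further: channel opened by potassium depolarization with thallium stimulus after 20 min compound exposure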
# RGS4 block: human RGS4 inhibition | HEK293 M3R/RGS4 inducible, Fluo-4 calcium flux; active compounds read high; triggered by carbachol at its EC20 | B-score at 10 µM | 310,000 tested, 0.45% active | AID 463165;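 active means B-score, a plate-corrected calcium signal, over three deviations above library mean, with baseline fluorescence within five deviations of library mean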;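 further: RGS4 expression induced by doxycycline in cells with stable M3 receptor; B-score is computed from the integrated fluorescence ratio over baseline after carbachol; higher B-score means a larger calcium signal and so more RGS4 inhibition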
# Target sequence (P49798 whole entry, looked up): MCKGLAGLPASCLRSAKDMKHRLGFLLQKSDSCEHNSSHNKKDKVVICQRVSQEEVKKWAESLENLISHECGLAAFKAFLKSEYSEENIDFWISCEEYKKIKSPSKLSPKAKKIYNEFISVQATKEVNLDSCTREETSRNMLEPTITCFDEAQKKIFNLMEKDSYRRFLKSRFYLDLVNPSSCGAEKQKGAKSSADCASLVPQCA
# hERG protect: hERG (human) protection from proarrhythmic block. CHO-hERG, FluxOR thallium flux, dofetilide IC70 present. activation (rescue from dofetilide block), less the hit threshold, % at 10 µM. 310,000 tested, 0.51% active. AID 1511;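 active means activation above the mean of controls blocked by dofetilide plus 5 SD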;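 further: thallium influx through hERG after potassium depolarization seen as dye fluorescence rise; in these data hits start at about 4.7%; inactives centre near -7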
# RGS4 act: potentiators or activators of RGS4; HEK293 M3R/inducible RGS4, carbachol calcium flux Fluo4; active compounds read low; 310,000 tested, 0.92% active; B-score at 10 µM;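 active means B-score of the integrated calcium signal more than 4 SD below the library mean, with starting fluorescence not abnormally high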;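 further: negative B-score means reduced calcium response which marks RGS4 activation or potentiation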
#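 Assay system: HEK293 FlpIn-TREx cells, stable M3R, doxycycline-inducible RGS4 / Probe or stimulus: carbachol, ECmax concentration / Times: overnight RGS4 induction, 30 min dye load 37 °C, 20 min compound RT / Signal: kinetic calcium fluorescence imaging with Fluo4-AM dye, 2 µM / Measure: Agonist-evoked peak-minus-minimum fluorescence over baseline, integrated ratio, B score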
# Starred values were filed as active, the others as inactive; i = inactive; nt = no result given. Some of the compounds tested (hit frequency here may not be typical).
SMILES,KCNQ1 act,PolyA inhibitor,KCNK9 inh,KCNK3 inh,GSK3B inh,GSK3A inh,Dyrk1A ADPGlo,KCNQ1 block,RGS4 block,hERG protect,RGS4 act
CCCC(C)NC(=O)Cn1c(=O)c2c(ncn2CCC(C)C)n(Cc2ccccc2)c1=O (configuration not stated),i,i,i,i,2,-3,-7,i,i,-5,i
COC(=O)CCCC1=CC2=C(c3ccccc3)C(=O)C(C)(OC(=O)C3CCCC3)C(=O)C2=CN1CCCCO (configuration not stated),i,i,i,i,1,1,-2,i,i,-6,i
CCN(CC)S(=O)(=O)c1cccc(-c2n[nH]c(=S)n2C)c1,i,i,i,i,-2,-2,-3,i,i,-7,i
COc1ccc(CNC(=O)C2CCC(=O)N(CC3CCCCC3)C2)cc1 (configuration not stated),i,i,i,i,0,-3,-4,i,i,-5,i
CCN(c1ccccc1)S(=O)(=O)c1cccc(C(=O)NCC(c2cccs2)N(C)C)c1 (configuration not stated),i,i,i,i,-5,2,7,i,i,-14,i
Cc1c(NC(=O)CN2C(=O)NC3(CCCC3)C2=O)c(=O)n(-c2ccccc2)n1C,i,nt,i,i,0,7,nt,i,i,-3,i
COCCn1nnnc1C(c1ccc(Cl)cc1)N1CCN(C(=O)c2ccco2)CC1 (configuration not stated),i,i,i,i,0,-1,4,i,i,-2,i
COc1ccc(-n2c(CNC(=O)COc3ccc(Cl)cc3)n[nH]c2=S)cc1,i,i,i,i,0,-1,3,i,i,-8,i
CCCN(CCC)c1nc(N(CCC)CCC)[nH]c(=O)n1,i,i,i,i,-1,0,3,i,i,-7,i
Cc1ccc(F)c(NC(=O)c2cncn2-c2ccccc2)c1,i,i,i,i,-1,-1,-3,i,i,-6,i
CCOc1ccc(OCC)c(NC(=O)C2C3C=CC(O3)C2C(=O)NCc2ccco2)c1 (configuration not stated),i,i,i,i,1,1,-3,i,i,-18,i
Cc1[nH]c2ccccc2c1N=Nc1cccc(C(=O)O)c1,i,i,i,i,-2,1,5,i,i,-6,i
Cc1c(Cl)cccc1N1CC(C(=O)Nc2nccs2)CC1=O (configuration not stated),i,i,i,i,-3,17,3,i,i,-10,i
CC(c1ccccc1)n1cc(C(=O)NCCN2CCOCC2)nn1 (configuration not stated),i,i,i,i,1,1,-1,i,i,-6,i
CC(C(=O)N1CCN(C)CC1)N1C(=O)c2ccccc2C1=O (configuration not stated),i,i,i,i,-2,-1,3,i,i,-13,i
CC(=O)Nc1ccccc1S(=O)(=O)CC1CC1(Cl)Cl (configuration not stated),i,i,i,i,-3,-4,-2,i,i,-7,i
CCCCNCc1cc(Br)c(OCC(=O)NCc2ccccc2)c(OC)c1,i,i,i,i,-2,3,-12,i,i,-8,i
C=CCN1C(=O)C(Cc2ccc(OC)cc2)SC1=Nc1ccc(C(=O)O)cc1 (configuration not stated),i,i,i,i,1,-5,1,i,i,-5,i
CCOC(=O)N1CCC(NC(=O)C2CCN(S(=O)(=O)c3c(C)noc3C)CC2)CC1,i,i,i,i,1,-1,-2,i,i,-4,i
O=C(NCc1ccc2c(c1)OCO2)C(=S)N1CCOCC1,i,i,i,i,3,-2,nt,i,i,-16,i
Cc1cc(C)c2c(=O)[nH]c(SCC(=O)c3ccc(C(C)C)cc3)nc2n1,i,i,i,i,1,4,0,i,i,-9,i
COc1ccc(OC)c(NC(=O)[C@@H]2CCCN2C(=O)c2cccs2)c1,i,i,i,i,-1,0,-6,i,i,-2,i
COc1ccccc1N(C)S(=O)(=O)c1ccc(C(=O)OC(C)C(=O)NCc2ccc3c(c2)OCO3)cc1 (configuration not stated),i,i,i,i,5,-1,1,i,i,-11,i
CCOc1ccc(CNC(=O)C(C)n2nc(C)c3c(C)n(-c4ccccc4)nc3c2=O)cc1 (configuration not stated),i,i,i,i,2,-5,0,i,i,-8,i
Cc1ccc(S(=O)(=O)CCC(=O)Nc2sccc2C#N)cc1,i,i,i,i,1,-1,5,i,i,-5,i
CCOC(=O)c1c(NC(=O)c2noc(C)c2[N+](=O)[O-])sc(C(C)=O)c1C,i,i,i,i,-2,1,0,i,i,-8,i
COc1ccc2oc(N)c(C=O)c(=O)c2c1,i,i,i,i,-5,7,59*,i,i,-3,i
CCOC(=O)C1Cc2cc3c(cc2C1=O)CC(C(=O)OCC)C3=O (configuration not stated),i,i,i,nt,0,nt,nt,i,i,0,i
COC(=O)c1cc(=O)nc2scc(C)n12,i,i,i,i,0,-3,2,i,i,-8,i
CCC(CC)C(=O)Nc1cccc(C(=O)N2CCOCC2)c1,i,i,i,i,0,-4,-7,i,i,-7,-10*
COc1ccc(CN2CCC(n3nccc3NC(=O)C3CCCC3)CC2)c(OC)c1,i,i,i,i,1,2,2,i,i,-4,i
Cc1ccc(CNC(=O)C2CCN(c3nn4c(=O)cc(C)nc4s3)CC2)cc1,i,i,i,i,1,0,nt,i,i,0,i
COc1ccc(N(CC(=O)NCCSc2ccccn2)S(=O)(=O)c2ccccc2)cc1Cl,i,i,i,i,1,-1,5,i,i,-15,i
CCCN(CCC)S(=O)(=O)c1ccc(C(=O)Nc2nc3c(s2)CCc2ccccc2-3)cc1,i,i,i,i,2,-1,-3,i,i,-6,i
O=C(/C=C/c1ccccc1)NCCSc1ccc(Cl)cc1,i,i,i,i,-1,0,4,i,i,-6,i
COc1cccc(-c2csc(N3CCN(C(=S)Nc4ccc(Cl)cc4)CC3)n2)c1,i,nt,i,i,2,-3,2,i,i,-3,i
COc1ccc(NC(=O)C2CCN(c3cc(C)nc(-c4ccccc4)n3)CC2)cc1,i,i,i,i,-1,0,-3,i,i,-10,i
CCCOc1ccc(C(CC(=O)O)NS(=O)(=O)c2ccc(NC(C)=O)cc2)cc1 (configuration not stated),i,i,i,i,-2,-1,-3,i,i,-1,i
CCOC(=O)Cn1c2c(c(=N)c3c1CCC3)CCCC2,i,i,i,i,-2,nt,-8,i,i,-6,i
NC(=O)c1cc(S(=O)(=O)Nc2ccccc2)cs1,i,i,i,i,2,1,3,i,i,-8,i
CN(CCc1ccccn1)Cc1ccc(Cl)cc1Cl,i,i,i,i,0,-1,-7,i,i,-9,i
Oc1ccc(/C=C/c2ccc3ccccc3n2)cc1,i,i,i,i,-12,10,3,i,i,-6,i
CCCCC(O)(C(NC=O)C(=O)OC)C(F)(F)F (configuration not stated),i,i,i,i,0,1,1,i,i,-2,i
CCC1CCCCN1C(=O)c1cc2c(=O)n3cccc(C)c3nc2s1 (configuration not stated),i,i,i,i,nt,-1,3,i,i,-7,i
O=C(O)c1ccccc1CSc1ncn[nH]1,i,i,i,i,11,-8,3,i,i,-11,i
COc1ccc(NC(=O)c2c([N+](=O)[O-])c(C(C)(C)C)nn2C)cc1,i,i,i,i,-1,-2,10,i,i,-6,i
CCC(C)(C)C1CCC(=NNC(=S)Nc2cccnc2)CC1 (configuration not stated),i,i,i,i,2,-2,3,i,i,-8,i
Cc1nnc(C)c2c(C)n(-c3ccc(Cl)c(N)c3)c(C)c12,i,i,i,i,3,-1,0,i,i,-5,i

# An excerpt of these results, tab-delimited:
Compound	KCNQ1 act	PolyA inhibitor	KCNK9 inh	KCNK3 inh	GSK3B inh	GSK3A inh	Dyrk1A ADPGlo	KCNQ1 block	RGS4 block	hERG protect	RGS4 act
COc1ccc(NC(=O)C2CCN(c3cc(C)nc(-c4ccccc4)n3)CC2)cc1	i	i	i	i	-1	0	-3	i	i	-10	i
CCCOc1ccc(C(CC(=O)O)NS(=O)(=O)c2ccc(NC(C)=O)cc2)cc1 (configuration not stated)	i	i	i	i	-2	-1	-3	i	i	-1	i

# Following part:
SMILES,KCNQ1 act,PolyA inhibitor,KCNK9 inh,KCNK3 inh,GSK3B inh,GSK3A inh,Dyrk1A ADPGlo,KCNQ1 block,RGS4 block,hERG protect,RGS4 act
CCc1nn(C(CC)C(=O)NCC(C)c2ccccc2)c(=O)c2cc3occc3n12 (configuration not stated),i,i,i,i,0,nt,-2,i,i,-13,i
COc1cccc(CN(C)CC(=O)Nc2sc3c(c2C#N)CCC3)c1,i,i,i,i,-2,-1,3,i,i,-13,i
Cc1c(NC(=O)C(C)N2C(=O)NC3(CCC(C)CC3)C2=O)c(=O)n(-c2ccccc2)n1C (configuration not stated),i,i,i,i,-3,-2,nt,i,i,-10,i
Cc1nc(N2CCN(c3ccccn3)CC2)c2c(C)c(C(=O)Nc3c(C)cc(Br)cc3C)sc2n1,i,i,i,i,0,0,-4,i,i,-22,i
CS(=O)(=O)c1nc(-c2ccc(Br)cc2)cc(-c2ccccc2)c1C#N,i,i,i,i,3,-2,2,i,i,-10,i
CCOC(=O)C1=C(N)OC2=C(C(=O)CCC2)C1c1cccnc1 (configuration not stated),i,i,i,i,0,0,3,i,i,-8,i
C=CCn1c(=O)c(C(=O)NCCc2ccccc2)c(O)c2ccccc21,i,i,i,i,4,-1,-7,6*,i,-3,i
COc1ccc(C2C(C(=O)c3ccco3)=C(O)C(=O)N2CC2CCCO2)cc1 (configuration not stated),i,i,i,i,2,-1,-6,i,i,-14,i
CN(C)CCNc1oc(COc2ccc(Cl)cc2Cl)nc1C#N,i,i,i,i,3,1,3,i,i,-16,i
CCNC(=O)/C(=C\c1ccccc1)NC(=O)/C=C/c1ccccc1,i,i,i,i,0,0,-1,i,i,-8,i
CCOC(=O)c1c(NC(=O)CSc2nncs2)sc(C)c1-c1ccccc1,i,i,i,i,2,0,7,i,i,-7,i
Cc1[nH]c(=O)c(C#N)c(C)c1CCC(=O)Nc1cc(S(C)(=O)=O)ccc1Cl,i,i,i,i,-8,2,8,i,i,-5,i
CCc1ccc(NC(=O)COc2ccc(/C=C(/C#N)c3nc4ccccc4[nH]3)cc2OC)cc1,i,i,i,i,6,-3,0,i,i,-4,i
CCCN(c1ccc(C(C)C)cc1)S(=O)(=O)c1c(C)noc1C,i,i,i,i,0,-2,-4,i,i,-4,i
CC(=O)Nc1ccc(Oc2cc(C#N)c(C#N)cc2N2CCOCC2)cc1,i,i,i,i,0,2,6,i,i,-9,i
CC1CCN(S(=O)(=O)c2ccc3c(c2)N(CC(=O)NCCCOC(C)C)C(=O)CO3)CC1,i,i,i,i,0,-1,-5,i,i,-8,i
